# Assay outcomes deposited in PubChem BioAssay by National Center for Advancing Translational Sciences (NCATS).
# GLP1R inv ag: qHTS of GLP-1 Receptor Inverse Agonists (Inhibition Mode). HEK293 GLP-1R CRE-luciferase, luminescence, 24 h; GLP-1R form is constitutively active. AID 624417, 2012. 410,000 compounds, 1.6% hits. Glucagon-like peptide 1 receptor (Homo sapiens), P43220. Potency, µM (doses to about 38.3 µM), for inactives: top-dose activity change, negative = inhibition, usual class: inhibitors; also: potency is read from the fitted curve at half-maximal effect; % is scaled to controls: 0 for no effect and ±100 for the full control effect; nearly all actives have a fitted effect of over 55% in size
# Target sequence (P43220 whole entry, looked up): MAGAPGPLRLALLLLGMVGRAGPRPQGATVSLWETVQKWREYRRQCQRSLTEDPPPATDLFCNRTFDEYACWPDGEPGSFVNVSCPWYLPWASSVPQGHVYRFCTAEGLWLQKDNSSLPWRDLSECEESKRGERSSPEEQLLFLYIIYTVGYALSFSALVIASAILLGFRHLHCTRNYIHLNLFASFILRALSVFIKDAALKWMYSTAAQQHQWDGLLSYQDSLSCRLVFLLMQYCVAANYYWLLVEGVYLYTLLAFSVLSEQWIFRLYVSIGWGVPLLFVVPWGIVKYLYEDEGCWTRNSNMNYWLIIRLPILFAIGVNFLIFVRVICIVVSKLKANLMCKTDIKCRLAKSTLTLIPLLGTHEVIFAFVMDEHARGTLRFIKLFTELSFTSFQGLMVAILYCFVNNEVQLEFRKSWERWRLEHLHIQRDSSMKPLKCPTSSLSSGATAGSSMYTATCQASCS
#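 GLP-1R inverse agonism mode: basal reporter luminescence in engineered HEK293 cells measured after one day of compound exposure at 37 deg C, with a 12 min room-temperature detection step.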
# Mm-Cpn inhibitor: Inhibitors of TCP-1 ring complex (TRiC) of Methanococcus maripaludis (MmCpn): qHTS; Potency, µM (doses to about 76.9 µM), for the others: at the highest dose activity, negative = inhibition, hits mostly inhibitors; 330,000 compounds, 0.031% hits; Chaperonin Mm-Cpn (Methanococcus maripaludis); AID 504842, 2011; purified Mm-Cpn ATPase, ADP Transcreener TR-FRET; also: potency is read from the fitted curve at half-maximal effect; % is scaled to controls: 0 for no effect and ±100 for the full control effect; nearly all actives have a fitted effect of over 80% in size
#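 TR-FRET (320 nm excitation; 590 and 665 nm emission) reports ADP made from 10 uM ATP by 25 nM enzyme; compounds were preincubated 10 min, reaction run 30 min, both at 37°C.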
# TDP43 rescue: qHTS of TDP-43 Inhibitors; AID 652104, 2013; TDP-43 expressing yeast growth rescue, BacTiter-Glo, 24 h; 410,000 compounds, 1.8% hits; Potency, µM (highest dose often 46.1 µM), inactives show at the top dose growth rescue (activation), hits mostly activators; also: potency is read from the fitted curve at half-maximal effect; % of control where 0% means no effect; nearly all actives have a fitted effect of over 50% in size
#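 Yeast cells expressing TDP-43 under galactose induction are exposed to compounds for 24 hr at 30 deg C. BacTiter-Glo luminescence measures growth, so protective compounds score as activators.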
# FUS yeast rescue: qHTS for Suppressors of FUS Proteinopathy: Primary screen using FUS-linked yeast assay. S. cerevisiae FUS-expressing, growth rescue, OD600, 24 h. Potency, µM (titrated, usually from 76.6 µM), without a hit: at the top dose growth rescue (activation), most hits filed as activators. 390,000 compounds, 0.24% hits. AID 1347120, 2019;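 also: potency is read from the fitted curve at half-maximal effect; plate controls were DMSO vehicle for no effect and reference control for full effect; nearly all actives have a fitted effect of over 55% in size; some results filed as inactive show a strong effect at the top dose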
#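 S. cerevisiae expressing FUS from galactose induction served as the toxicity model. Growth after 24hr at 30C, read as absorbance at 600 nm, indicates suppression of toxicity; compounds dosed at several concentrations.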
# GLP1R cytotox: qHTS of GLP-1 Receptor Inverse Agonists: Cytotox Screen; HEK293 cAMP-luciferase reporter cells, luminescence, 24 h; AID 624418, 2012; Potency, µM (titrated, usually from 38.3 µM), without a hit: at the top dose activity change, negative = inhibition, hits mostly inhibitors; 410,000 compounds, 0.13% hits;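 also: loss of luciferase light is scored as toxicity; potency is read from the fitted curve at half-maximal effect; % is scaled to controls: 0 for no effect and ±100 for the full control effect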
#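 Compound-treated cells are incubated 24 hr at 37 deg C under 5% CO2 after a 12 hour attachment period, then luciferase detection reagent is added and luminescence is measured following 12 min at room temperature; lowered signal indicates toxicity.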
# PTHR1 agonist: qHTS for PTHR1 Agonists: Primary Screen; Parathyroid hormone/parathyroid hormone-related peptide receptor (Homo sapiens), Q03431; HEK293 GP2 PTHR1 cells, GloSensor cAMP luminescence, 1 h; 410,000 compounds, 0.075% hits; AID 743266, 2014; Potency, µM (series often up to 115 µM), for inactives: at the highest dose activation, hits mostly activators; also: potency is read from the fitted curve at half-maximal effect; nearly all actives have a fitted effect of over 55% in size; some results filed as inactive show a strong effect at the top dose; inactives centre near -15; many of its hits are not listed in these tables
# Target sequence (Q03431 whole entry, looked up): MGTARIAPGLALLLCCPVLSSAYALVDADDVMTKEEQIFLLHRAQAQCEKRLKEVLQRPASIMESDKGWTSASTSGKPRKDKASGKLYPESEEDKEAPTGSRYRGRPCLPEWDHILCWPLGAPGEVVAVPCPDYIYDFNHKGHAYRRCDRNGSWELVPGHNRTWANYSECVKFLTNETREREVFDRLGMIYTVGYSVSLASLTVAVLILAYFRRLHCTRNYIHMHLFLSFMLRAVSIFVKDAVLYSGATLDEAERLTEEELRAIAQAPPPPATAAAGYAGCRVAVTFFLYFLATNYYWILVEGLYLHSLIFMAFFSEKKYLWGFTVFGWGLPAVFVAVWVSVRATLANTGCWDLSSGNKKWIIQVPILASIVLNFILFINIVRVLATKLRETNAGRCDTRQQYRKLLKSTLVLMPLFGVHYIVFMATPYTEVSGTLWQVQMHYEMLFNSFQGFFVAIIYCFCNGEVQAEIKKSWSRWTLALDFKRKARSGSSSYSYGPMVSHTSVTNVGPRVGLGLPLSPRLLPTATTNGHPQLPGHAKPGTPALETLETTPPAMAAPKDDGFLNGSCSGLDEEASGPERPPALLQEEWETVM
#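 HEK-293-derived GP2 cells expressing PTHR1 and a GloSensor cAMP reporter, 3,000/well, plated overnight, given luciferin plus IBMX (each 0.5 mM as added) for 1 h at 37 °C, then compound for 1 h at 37 °C. Luminescence was read after 15 min at room temperature.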
# pAkt inh: HTS Assay for Inhibitors of Akt Phophorylation: Primary Screen; Neuro2A IGF-stimulated pAkt S473 HTRF, 20 min; hits give low values; activity change, % for hits at 50 µM; 360,000 compounds, 0.32% hits; in the data active = activity change below about -80%; inconclusive = mostly about -51% to -80%; also: % is scaled to controls: 0 for no effect and ±100 for the full control effect
#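 Single-point screen (50 µM final compound) in Neuro2A cells stimulated 20 min with 6 nM IGF at 37 deg C. After lysis, Ser473-phosphorylated Akt read by HTRF (ex 330 nm, em 615/665 nm) as the 665/615 ratio.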
# Abeta rescue: qHTS for compounds that reverse cellular toxicity of Amyloid beta (A-beta) peptide in yeast: Primary Screen. yeast expressing A-beta42, growth rescue, OD600, 48 h; response scale: 0% DMSO, 100% iron-clioquinol control. Potency, µM (series often up to 46.1 µM), for inactives: at the top dose growth rescue, actives largely listed as activators. 410,000 compounds, 0.063% hits; also: potency is read from the fitted curve at half-maximal effect; nearly all actives have a fitted effect of over 55% in size
#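 Yeast growth medium received pinned compounds, then yeast cells expressing toxic A-beta were added; plates incubated at 30 C for 48 hr. Growth read as absorbance at 600 nm, normalized to DMSO and equimolar FeCl3 plus clioquinol controls.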
# aSyn rescue: qHTS of alpha-syn Inhibitors. Potency, µM (doses to about 46.1 µM), inactives show at the top dose growth rescue (activation), actives largely listed as activators. Yeast expressing alpha-synuclein, growth rescue, BacTiter-Glo, 24 h. 370,000 compounds, 0.14% hits; also: potency is read from the fitted curve at half-maximal effect; % of control where 0% means no effect; nearly all actives have a fitted effect of over 65% in size
#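 Readout is rescue of growth in alpha-synuclein-expressing yeast, so inhibitors of toxicity appear as activators. Growth after 24 hr at 30 deg C in galactose medium is quantified by luminescence.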
# * hit, by the source's call; i = inactive; ? = inconclusive; nt = not tested or not shown; [ ] = remark or other dose. Unless noted, calls follow the shape of the dose curve; as a rule, active = well fitted curve in the direction sought with a large enough effect; inconclusive = small, poorly fitted or top-dose-only effect, or another doubt; inactive = no such curve, though single readings can be large; an effect the other way counts as inactive or inconclusive. A portion of the library. The share of hits here may be higher or lower than overall.
SMILES,GLP1R inv ag,Mm-Cpn inhibitor,TDP43 rescue,FUS yeast rescue,GLP1R cytotox,PTHR1 agonist,pAkt inh,Abeta rescue,aSyn rescue
Cc1cc(NC(=O)CN2CCCCC2)no1,9%,-2%,7%,-5%,-1%,i,i,-24%,-4%
COC(=O)C[C@H]1C[C@@H]2c3cc(NC(=O)Nc4ccc(F)cc4)ccc3O[C@@H]2[C@@H](CO)O1,9%,nt,23%,16%,5%,-19%,i,-6%,-7%
CCCC(CCC)n1[nH]c(=O)c2c(C)cc(C)nc21,12%,0%,-1%,nt,6%,-17%,i,-11%,1%
CC(C)(C)N1CC(C(=O)O)CC1=O (stereo not drawn),4%,-2%,4%,12%,3%,i,i,-3%,1%
Cn1c(SCC(=O)Nc2ccccc2)nnc1C(F)(F)F,6%,-5%,9%,-11%,1%,i,i,-2%,2%
Cc1ccc(C(=O)N/C(=C\c2ccc3c(c2)OCO3)C(=O)Nc2ccc(C(=O)O)cc2)cc1,0%[7.66 µM],0%,12%[9.22 µM],54%,-9%[7.66 µM],i,i,8%,-1%
Cc1cccc(C(=O)OCC(=O)Nc2ccccc2C(=O)NC2CC2)c1,-13%,0%,?,-3%,3%,-37%[inhibitor],i,1%,-6%
CCOC(=O)Cn1c(O)c(N=NC(=O)OC)c2ccccc21,0%,-37%,15%,16%,4%,i,i,15%,3%
S=C(N/N=C/c1ccccc1)N1CCOCC1,-24%,-3%,22µM*,nt,?,-24%,i,?,-8%
Cc1ccccc1OCC(O)CN1CCC(C)CC1 (stereo not drawn),-33%,-18%,-27%,33%,-2%,i,i,-7%,-2%
Cc1c(C(=O)N2CCN(C3CCS(=O)(=O)C3)CC2)oc2c(F)cccc12 (stereo not drawn),18%,-4%,-25%,-6%,3%,?,i,-8%,-3%
CN(Cc1cccc(F)c1)C(=O)c1ccc(NS(=O)(=O)c2ccc3[nH]c(=O)[nH]c3c2)cc1,5%,3%,13%,1%,2%,-15%,i,7%,-1%
CCOC(=O)C1=C(C)N(CCCC(=O)O)C(=O)NC1c1ccc([N+](=O)[O-])cc1 (stereo not drawn),10%,-2%,7%,-26%,1%,-11%,i,-7%,-4%
CCOc1ccccc1NC(=O)C(CC(C)C)NS(=O)(=O)c1ccc2c(c1)CCN2C(C)=O (stereo not drawn),-5%,nt,0%,10%,-10%,-3%,nt,8%,nt
Cc1noc(C)c1COC(=O)Cc1ccc(Cl)c(Cl)c1,-15%,0%,10µM*,2%,0%,-15%,i,-31%[inhibitor],25%
COc1ccccc1NS(=O)(=O)c1ccc(Cl)c(NC(=O)C(C)N2C(=O)c3ccccc3C2=O)c1 (stereo not drawn),6%,2%,5%,?,0%,-7%,i,10%,2%
COc1cccc(S(=O)(=O)Nc2noc3ccccc23)c1,1%,0%,?,-22%,3%,-3%,i,-1%,0%
O=c1c2ccccc2nc2n1CCN2Cc1ccc(Cl)cc1,-3%,0%,16%,20%,-10%,-71%[inhibitor][57.5 µM],i,-7%,0%
C=CCn1c(SCC(=O)NC2CCCCC2)nnc1-c1sc(N)nc1C,-14%,1%,-3%,?,12%,-56%[57.5 µM],i,-4%,13%
O=C(Nc1ccc(S(=O)(=O)Nc2ncccn2)cc1)c1cccc(S(=O)(=O)N2CCCC2)c1,18%,0%,8%,4%,-10%,i,i,7%,0%
COc1cc(OC)c(C2Nc3c(C)cccc3-c3cc(C)nn32)cc1OC (stereo not drawn),-22%,nt,1%,-3%,0%,-62%[inhibitor],nt,-16%,nt
O=C(N/N=C/c1cccc(O)c1)NC1CCCCC1,-7%[7.66 µM],-3%,-14%[9.22 µM],8%,-4%[7.66 µM],-19%,i,-8%,3%
CCN(CC)C(=O)c1[nH]cnc1C(=O)Nc1ccon1,14%,0%,14%,-12%,1%,-20%,i,-10%,2%
CCn1c(COc2ccc(=O)n(-c3ccccc3)n2)nnc1SCc1ccc(C)cc1,-9%,-1%,0%,31%,-21%,-4%[57.5 µM],i,15%,10%
CC1CN2C(c3ccc([N+](=O)[O-])cc3)=CSC2=N1 (stereo not drawn),2%,-1%,-15%,9%,15%,-6%,i,11%,-1%

# The list goes on (2 carried over from the part before).
SMILES,GLP1R inv ag,Mm-Cpn inhibitor,TDP43 rescue,FUS yeast rescue,GLP1R cytotox,PTHR1 agonist,pAkt inh,Abeta rescue,aSyn rescue
CCn1c(COc2ccc(=O)n(-c3ccccc3)n2)nnc1SCc1ccc(C)cc1,-9%,-1%,0%,31%,-21%,-4%[57.5 µM],i,15%,10%
CC1CN2C(c3ccc([N+](=O)[O-])cc3)=CSC2=N1 (stereo not drawn),2%,-1%,-15%,9%,15%,-6%,i,11%,-1%
Cc1cccc(-c2nc(C#N)c(N3CCCCCC3)o2)c1,15%,-1%,12%,21%,14%,43%,i,-10%,6%
O=C(Nc1ccc(Cl)c(C(F)(F)F)c1)C(Cc1ccccc1)NS(=O)(=O)c1ccc(Br)s1 (stereo not drawn),-20%,nt,1%,-11%,-7%,-7%,nt,-13%,nt
CCCC1=C(C(=O)OCC)C(c2ccc(N(C)C)cc2)n2ncnc2N1 (stereo not drawn),0%,-1%,-13%,18%,-13%,-2%[57.5 µM],i,13%,-2%
Cc1ccc(C)c(S(=O)(=O)N2CCCCC2CCNC(=O)C(=O)NCc2cccnc2)c1 (stereo not drawn),-29%,1%,-8%,13%,5%,i,i,1%,-3%
COC(=O)C(NC(=O)c1ccccc1)(Nc1cc(C)cc(C)n1)C(F)(F)F (stereo not drawn),0%,-4%,7%,16%,-10%,-6%[57.5 µM],i,-11%,-15%
CON(c1nc(N(C)C)nc(N(C)C)n1)S(=O)(=O)c1ccccc1Cl,-15%,1%,-24%,24%,9%,i,i,14%,6%
COc1ccc2c(c1)c(C(C)=O)c(C)n2CCc1ccc(OC)c(OC)c1,18%,-2%,20µM*,4%,-4%,-3%,i,-6%,2%
O=C(CNS(=O)(=O)c1c(Cl)cccc1Cl)OCc1csc(-c2ccccc2)n1,14%,-2%,?,17%,-2%,i,i,3%,21%
COC(CNC(=O)c1ccc(CS(=O)(=O)c2c(Cl)cccc2Cl)o1)OC,23%,-23%,-5%,3%,6%,i,i,3%,-5%
COc1ccccc1NC(=O)C(NC(=O)c1ccc(C)cc1)c1ccccc1 (stereo not drawn),-29%,1%,-3%,-12%,-8%,4%,i,5%,0%
CCCCOc1ccc(CNC(=O)c2ccc(NC(=O)N3CCCCc4ccccc43)cc2)cc1,16%,nt,17%,9%,-7%,-20%,nt,-2%,nt
O=C(COC(=O)c1ccc(F)c(S(=O)(=O)N2CCOCC2)c1)c1ccc(Br)cc1,-15%,-4%,20%,7%,13%,-90%[inhibitor],i,-10%,15%
COC(=O)c1ccc(CSc2nnc(Nc3ccc(C)cc3)s2)o1,-21%,1%,18%,15%,-19%,-2%[57.5 µM],i,-3%,0%
CC(=O)N1CCN(c2ccccc2NC(=O)COc2cc(C)ccc2C(C)C)CC1,?,1%,17%,?,-27%,-27%,i,16%,1%
O=C(COc1ccc2c3c(c(=O)oc2c1)CCC3)N1CCN(c2ccccc2)CC1,-32%,0%,?,2%,2%,-36%[inhibitor],i,-7%,12%
CC(=O)Nc1cccc(N=NN2CCCCC2)c1,2%,0%,4%,17%,13%,i,i,-3%,-18%
O=c1[nH]c(CN2CCOCC2)nc2cc(Cl)ccc12,8%,-3%,1%,-2%,-6%,-2%,i,1%,-7%
c1ccc(Nc2c(-c3ccco3)nc3ccccn23)cc1,-26%,-6%,5%,9%,-15%,-13%,i,-10%,-24%
CN(CCC#N)C(=O)Cn1nc(Cc2ccncc2)c2ccccc2c1=O,20%,0%,-2%,-26%,10%,i,i,-4%,0%
O=C(CN1CCOc2ccccc21)NCc1cccs1,9%,0%,-19%,?,2%,9%,i,-6%,10%

# 3 entries picked at random from the list so far:
SMILES,GLP1R inv ag,Mm-Cpn inhibitor,TDP43 rescue,FUS yeast rescue,GLP1R cytotox,PTHR1 agonist,pAkt inh,Abeta rescue,aSyn rescue
CC(=O)N1CCN(c2ccccc2NC(=O)COc2cc(C)ccc2C(C)C)CC1,?,1%,17%,?,-27%,-27%,i,16%,1%
O=C(Nc1ccc(Cl)c(C(F)(F)F)c1)C(Cc1ccccc1)NS(=O)(=O)c1ccc(Br)s1 (stereo not drawn),-20%,nt,1%,-11%,-7%,-7%,nt,-13%,nt
c1ccc(Nc2c(-c3ccco3)nc3ccccn23)cc1,-26%,-6%,5%,9%,-15%,-13%,i,-10%,-24%
